Bioassay records deposited in PubChem by The Scripps Research Institute Molecular Screening Center.
PREPL inh = PREPL enzyme inhibitors, primary screen, biochemical, fluorescence polarization; recombinant PREPL, fluorescence polarization activity-based probe; inhibition, % at 5.96 µM; actives 0.68% (n = 320,000); AID 2751, 2010; in the data active = inhibition above about 43%;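 note: 0% = enzyme with DMSO and 100% = wells lacking enzyme; many of its hits are not listed in these tables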
pPAFAH inh = pPAFAH enzyme inhibitors, primary screen, biochemical, fluorescence polarization, human; Platelet-activating factor acetylhydrolase (Homo sapiens), Q13093; recombinant pPAFAH, FP-rhodamine probe fluorescence polarization; inhibition, % at 3.39 µM; actives 1.5% (n = 330,000); AID 463082, 2010;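 active = inhibition above the mean inhibition across the screen plus 3 SD, cut at about 25% in these data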;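 note: inhibitors block binding of the rhodamine activity-based probe so polarization drops; 0% = enzyme with DMSO and 100% = wells lacking pPAFAH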
EBNA-1 inh = EBNA-1 DNA-binding inhibitors, primary screen, biochemical, fluorescence polarization. actives 0.34% (n = 300,000). inhibition, % at 14.8 µM; in the data active = inhibition above about 28%
PAFAH1B3 inh = PAFAH1B3 enzyme inhibitors, primary screen, biochemical, fluorescence polarization, human | Platelet-activating factor acetylhydrolase IB subunit alpha1 (Homo sapiens), Q15102 | recombinant PAFAH1B3, FP-rhodamine probe | inhibition, % at 3.39 µM | actives 0.28% (n = 340,000) | AID 492972, 2010;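 active = inhibition above the screen-wide average of all tested compounds plus 3 SD, cut at about 25% in these data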;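 note: 0% = enzyme with DMSO only and 100% = wells lacking PAFAH1B3 protein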
Target sequence (Q15102 whole entry, looked up): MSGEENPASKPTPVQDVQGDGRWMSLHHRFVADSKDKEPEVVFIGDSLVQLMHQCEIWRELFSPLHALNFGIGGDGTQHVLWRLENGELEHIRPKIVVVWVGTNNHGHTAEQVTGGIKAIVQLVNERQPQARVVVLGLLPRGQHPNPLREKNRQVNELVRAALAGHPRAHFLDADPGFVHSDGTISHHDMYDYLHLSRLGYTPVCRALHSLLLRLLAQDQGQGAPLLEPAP
LYPLA2 counter = LYPLA2 inhibitors, primary screen, counter-screen for PME1 inhibitor project, biochemical, fluorescence polarization, FP-Rh probe ABPP; recombinant LYPLA2; actives 0.38% (n = 320,000); AID 2177, 2009; inhibition, % at 5.9 µM; Acyl-protein thioesterase 2 (Homo sapiens), O95372;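 active = inhibition above the screen-wide mean plus 3 SD, limit set per campaign, cut at about 26% in these data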;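 note: 0% = LYPLA2 with DMSO and 100% = wells lacking LYPLA2 enzyme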
Target sequence (O95372 whole entry, looked up): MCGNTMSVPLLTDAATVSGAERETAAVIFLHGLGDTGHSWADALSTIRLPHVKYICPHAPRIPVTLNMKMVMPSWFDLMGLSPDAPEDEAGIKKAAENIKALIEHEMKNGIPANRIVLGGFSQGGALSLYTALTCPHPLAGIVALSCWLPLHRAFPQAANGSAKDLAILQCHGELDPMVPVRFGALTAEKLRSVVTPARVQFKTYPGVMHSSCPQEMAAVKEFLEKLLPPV
LYPLA1 inh = LYPLA1 inhibitors, primary screen, counter-screen for PME1 inhibitor project, biochemical, fluorescence polarization, FP-Rh probe ABPP; Acyl-protein thioesterase 1 (Homo sapiens), O75608; recombinant LYPLA1; inhibition, % at 5.9 µM; actives 0.16% (n = 320,000); AID 2174, 2009;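 active = inhibition above the mean of all tested compounds plus 3 SD, set per campaign, cut at about 14% in these data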;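 note: inhibitors block serine hydrolase probe labeling of LYPLA1 so polarization falls; 0% = enzyme with DMSO and 100% = wells lacking LYPLA1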
Target sequence (O75608 whole entry, looked up): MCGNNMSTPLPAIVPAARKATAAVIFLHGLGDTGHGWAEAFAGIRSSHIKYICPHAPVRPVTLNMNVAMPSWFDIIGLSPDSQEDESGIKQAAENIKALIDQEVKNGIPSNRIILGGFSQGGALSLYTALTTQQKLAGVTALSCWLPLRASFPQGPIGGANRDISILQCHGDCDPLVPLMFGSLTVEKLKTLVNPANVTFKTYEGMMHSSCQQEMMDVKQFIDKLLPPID
PAFAH1B2 inh = PAFAH1B2 enzyme inhibitors, primary screen, biochemical, fluorescence polarization, human; Platelet-activating factor acetylhydrolase IB subunit alpha2 (Homo sapiens), P68402; recombinant PAFAH1B2, FP-rhodamine activity probe; inhibition, % at 3.39 µM; actives 1.2% (n = 340,000);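 active = inhibition above the mean of all tested compounds plus 3 SD, cut at about 24% in these data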;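 note: 0% = enzyme with DMSO and 100% = wells lacking PAFAH1B2; many of its hits are not listed in these tables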
Target sequence (P68402 whole entry, looked up): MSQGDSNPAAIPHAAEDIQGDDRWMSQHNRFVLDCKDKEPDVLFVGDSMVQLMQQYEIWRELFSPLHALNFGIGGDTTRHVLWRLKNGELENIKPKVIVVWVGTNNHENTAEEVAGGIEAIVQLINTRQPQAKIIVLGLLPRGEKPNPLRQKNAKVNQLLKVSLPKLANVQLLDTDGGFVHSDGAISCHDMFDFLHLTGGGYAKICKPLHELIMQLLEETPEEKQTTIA
PAFAH2 FP inh = PAFAH2 enzyme inhibitors, primary screen, biochemical, fluorescence polarization, human. recombinant PAFAH2, FP-rhodamine activity probe. inhibition, % at 3.39 µM. Platelet-activating factor acetylhydrolase 2, cytoplasmic (Homo sapiens), Q99487. actives 0.99% (n = 340,000);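 active = inhibition above the mean over all tested compounds plus 3 SD, cut at about 30% in these data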;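 note: inhibitors block probe labeling of enzyme so polarization drops; 0% = enzyme with DMSO and 100% = wells lacking PAFAH2 protein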
ZTA DNA inh = counter-screen for EBNA-1 inhibitors: inhibitors of Epstein-Barr virus ZTA | AID 2234 | actives 0.15% (n = 320,000) | inhibition, % at 11 µM | ZTA-DNA binding, fluorescence polarization | P03206; in the data active = inhibition above about 33%
* = called active by the depositor; x = no result given.

SMILES	PREPL inh	pPAFAH inh	EBNA-1 inh	PAFAH1B3 inh	LYPLA2 counter	LYPLA1 inh	PAFAH1B2 inh	PAFAH2 FP inh	ZTA DNA inh
O=C(O)CCC(=O)N1CCc2cc(S(=O)(=O)N3CC=C(c4ccccc4)CC3)ccc21	-51	-4	-18	-5	-2	-4	23	-1	15
CC(=O)c1ccc(N2CCN(C(=O)CCC(=O)Nc3ccc4nc(N5CCN(C)CC5)cc(C)c4c3)CC2)cc1	21	1	1	2	14	1	5	-4	-9
COc1ccc(Cc2nnc(Nc3c(C)cccc3C)o2)cc1OC	-2	3	1	8	0	-1	2	0	-12
COCCn1c(=O)[nH]c2cc(C(=O)NCCc3ccc(OC)c(OC)c3)ccc2c1=O	-3	1	0	-6	1	-5	-1	-7	2
CN(C)S(=O)(=O)c1cccc(C(=O)Nc2n[nH]c(C(F)(F)F)n2)c1	15	-2	-8	-2	-2	-1	4	3	-20
CC1=CC(C)C(C[N+]2(C)CCCCC2)C(C)C1 (configuration not stated)	4	1	2	9	-5	2	1	0	7
COc1ccc(/C=N/NC(=O)c2cc3cc(OC)c(OC)cc3[nH]2)cc1	23	10	-22	13	4	7	8	7	4
CC(C)=NN/C(N)=N/C(=S)Nc1ccc(C)cc1	5	1	-4	2	-7	-3	0	-11	-3
N#Cc1ccccc1Cn1c(=O)n(Cc2ccc(C(=O)NCc3ccco3)cc2)c(=O)c2ccccc21	-2	-4	-2	2	0	-4	-1	2	6
CCC(C(=O)Nc1ccc(C(=O)N2CCCC2)cc1)c1ccccc1 (configuration not stated)	0	0	2	5	7	-4	8	7	2
CCN(CC)S(=O)(=O)c1ccc(NC(=O)COC(=O)CN2C(=O)c3ccccc3C2=O)cc1	15	-3	3	-1	1	-1	1	7	-3
COc1cc(NC(N)=S)c(OC)cc1Cl	4	5	-7	0	3	1	3	-3	1
O=C(c1ccc(F)cc1)N1CCC(N2CCOCC2)CC1	-5	5	17	14	-1	-2	2	6	-5
Cc1ccc2oc(=O)c3cc(C(=O)NCCCN4CCc5ccccc5C4)sc3c2c1	-9	3	4	2	-4	-7	-1	-6	-2
O=C(NC1CCCC1)c1nc2c(nnn2Cc2ccccc2Cl)c(=O)[nH]1	4	3	7	11	3	-1	4	16	-5
Cc1cc(CN2CCC(n3nccc3NC(=O)c3ccccc3C)CC2)n[nH]1	4	2	0	5	0	1	0	-4	0
O=C(Nc1cccc(-c2ccc(N3CCOCC3)nn2)c1)c1ccc(F)cc1F	12	-1	-1	10	0	-5	-2	11	-4
c1ccc(-c2cccc(-c3ccccn3)n2)nc1	-2	1	1	10	-3	4	3	10	-1
CCn1c(SCC(=O)NCc2ccco2)nnc1-c1ccc(N)cc1	12	5	5	2	3	2	4	-2	7
CCc1ccccc1NC(=O)C1CC(c2ccc(OC)cc2)=NO1 (configuration not stated)	7	-1	2	7	-4	-1	0	-2	-5
COc1ccc(C2=Nn3c(nnc3C3CCCCC3)SC2)cc1OC	22	-3	1	10	-1	0	-5	3	-11
COc1ccc2cc(-c3[nH]ncc3CN3CCCCO3)ccc2c1	-8	-4	3	10	-1	1	4	7	18
O=C(Nc1ccc(-c2nc3ncccc3o2)cc1)c1ccc(Br)o1	15	0	6	-5	-27	-5	-3	-4	10
c1cncc(COC2CCCN(Cc3nc(-c4cccs4)no3)C2)c1 (configuration not stated)	-25	-3	6	-1	-1	0	0	0	20
CCOc1cc2[nH]c(=S)n(CCCCC(=O)NCc3ccco3)c(=O)c2cc1OCC	10	-2	9	-6	0	0	-6	-12	-4
More records:
SMILES	PREPL inh	pPAFAH inh	EBNA-1 inh	PAFAH1B3 inh	LYPLA2 counter	LYPLA1 inh	PAFAH1B2 inh	PAFAH2 FP inh	ZTA DNA inh
O=S(=O)(c1ccc2c(c1)OCCO2)N1CCN(c2ncnc3sccc23)CC1	-93	4	4	x	-4	-6	x	x	13
O=C(Nc1ccccc1C(=O)O)c1ccc(NC(=O)C2CCCO2)cc1 (configuration not stated)	10	0	6	6	6	5	1	0	-7
CCOc1ccc(CN2CCN(Cc3cnn(CC)c3C)CC2CCO)cc1 (configuration not stated)	5	3	-7	2	-2	1	-2	-4	-2
COc1ccc(C)cc1S(=O)(=O)N(CC(=O)Nc1cc([N+](=O)[O-])ccc1C)c1ccc(C)c(C)c1	-7	0	-5	-2	-11	-8	3	-1	-5
O=C(CCCn1c(SCC(=O)c2ccc(O)c(O)c2)nc2ccccc2c1=O)NCC1CCCO1 (configuration not stated)	6	34*	7	4	2	0	13	35*	0
CCN(CC(=O)NCc1cccs1)C(=O)c1cccc(Cl)c1	10	6	x	-8	x	x	1	1	x
Clc1ccc(C(c2nnnn2C2CCCC2)N2CCSCC2)cc1 (configuration not stated)	21	3	3	4	-6	-1	6	0	14
Cc1cccnc1Nc1nc(-c2ccc(O)c(O)c2)cs1	3	24	-1	21	6	3	-2	-1	-13
COc1ccc(S(=O)(=O)N(CC(C)C)CC(C)C)c2cccnc12	-9	5	-3	7	4	5	7	0	-5
O=C(O)CSCC(=O)Nc1ccc(Cl)cc1C(F)(F)F	2	3	-4	0	6	-2	5	4	-24
O=C(Nc1ccc2c(c1)OCO2)C1CC(=O)N(c2ccc3c(c2)OCCO3)C1 (configuration not stated)	6	1	-9	11	-2	-4	1	7	-6
COc1cc2c(cc1OC)C(COc1ccccc1OC)N(C(=O)C(C)(C)C)CC2 (configuration not stated)	14	1	3	10	2	-1	3	-7	-1
Cc1ccc(-n2ncc3c2CC(C)(C)CC3NC(=O)C2CCOCC2)cc1 (configuration not stated)	0	-1	0	5	4	1	-7	-7	15
Cc1ccccc1-n1nc2c(c1NC(=O)CCCl)CSC2	-8	2	-7	5	1	4	0	-3	-5
O=C(NNC(=O)C1CCN(c2ncccn2)CC1)c1ccc(Cl)cc1	-3	4	-3	3	-5	-5	11	8	2
O=S(=O)(c1ccc(F)cc1)N1CCN(c2ncnc3c2cnn3-c2ccccc2)CC1	-17	1	6	5	1	1	-2	1	6
O=C1CN(C(=O)COC(=O)C2CC(=O)N(Cc3ccco3)C2)c2ccccc2N1 (configuration not stated)	-5	5	-10	0	12	2	-1	11	-16
Cc1c(Cl)cccc1NC(=O)CNC(=O)C1CC(=O)N(CCc2ccccc2)C1 (configuration not stated)	4	1	x	6	3	0	4	-1	7
CCc1ccc(NC(=S)NCc2ccccc2)cc1	-11	1	9	9	-2	-2	3	7	1
CC(=O)c1ccc(NC(=O)CCc2nc3sc4c(c3c(=O)[nH]2)CCCC4)cc1	-12	0	-3	3	-14	-7	-1	8	-27
NS(=O)(=O)c1ccc(NC(=O)COc2ncnc3c2cnn3-c2ccccc2)cc1	-11	-1	-21	-6	-15	-1	1	-9	2
COc1ccc(-n2nc(C(=O)NCc3ccco3)c3c4ccccc4n(C)c3c2=O)cc1Cl	2	-5	-3	3	-1	1	4	-6	3
Cc1cc2c(cc1S(=O)(=O)N1CCc3ccccc31)NC(=O)CO2	-9	0	8	11	-4	-5	11	2	-2
CC(NC(=O)c1ccc2c(c1)OCCO2)c1ccc(S(N)(=O)=O)cc1 (configuration not stated)	-6	1	-4	7	-2	-2	5	2	-25
O=C(CSc1nc2ccccc2[nH]1)NCC1CCCO1 (configuration not stated)	4	-3	-3	4	-1	3	-1	0	-23
(next part)
SMILES	PREPL inh	pPAFAH inh	EBNA-1 inh	PAFAH1B3 inh	LYPLA2 counter	LYPLA1 inh	PAFAH1B2 inh	PAFAH2 FP inh	ZTA DNA inh
CCOc1ccccc1N1CCN(C(=O)c2ccncc2)CC1	12	-4	-5	-5	-4	-4	8	2	-3
COc1ccc(S(=O)(=O)NC2(C(F)(F)F)NC(=O)N(CCc3ccccc3)C2=O)cc1 (configuration not stated)	-10	1	-5	0	2	3	11	-3	2
O=[N+]([O-])c1ccc(-n2cc(-c3ccccc3)nn2)cc1	-10	3	3	13	-1	0	18	-2	-11
Nc1c(C(=O)OCC(=O)Nc2ccccc2Br)[nH]c(=O)[nH]c1=O	-1	-1	x	3	x	x	5	3	x
Cc1cc(C)c(NC(=O)COC(=O)COc2ccc3c(C)cc(=O)oc3c2)c(Cl)c1	-4	-4	x	-4	0	0	4	-4	-1
CCCc1nn2c(=O)c(C(c3cccc(Cl)c3)c3c(O)nc4sc(CCC)nn4c3=O)c(O)nc2s1	7	17	-7	14	1	-6	8	16	0
Cc1ccccc1NC(=O)/C(=C/c1ccco1)c1ccccc1	8	0	7	2	5	-1	6	-1	1
CSc1ccccc1C(=O)NCc1ccccc1	-2	-1	-13	4	0	2	4	-2	-11
COCCN1C(=O)C(CC(=O)Nc2ccc(C(=O)O)cc2)SC1=Nc1ccccc1 (configuration not stated)	-3	0	-7	-4	-2	0	-1	0	6
O=[N+]([O-])c1ccc(/C=N\N2CCN(c3ccc(Cl)cc3)CC2)cc1	0	1	11	10	0	1	-2	7	8
O=C1CCC(C(=O)NCCN2C(=O)S/C(=C\c3cccnc3)C2=O)=NN1	-2	8	-1	5	13	8	2	-3	-4
O=C(CSc1n[nH]c(-c2ccncc2)n1)Nc1ccccn1	5	6	4	2	6	4	0	-6	-8
COc1ccc(OCC(=O)Nc2cc(NC(=O)c3ccco3)ccc2OC)cc1	10	4	-4	6	7	4	2	-1	-11
C=CCn1c(C(C)NC(=O)CCC)nc2ccccc21 (configuration not stated)	1	4	11	-1	0	-2	-1	10	-2
O=C(COc1ccc(/C=N/NC(=O)c2ccc(O)cc2)cc1)Nc1cccc([N+](=O)[O-])c1	-15	-12	11	-44	-104	-32	-39	-57	18
CN(Cc1ccccc1)C(=O)COc1ccccc1	-7	-5	-13	0	-1	2	2	1	-8
Cc1ccccc1Cn1c(=O)c2c(nc3n2CCCN3Cc2ccccc2)n(C)c1=O	20	7	-10	5	4	1	2	10	-6
CCN(CC)CCN1C(=O)C(O)=C(C(C)=O)C1c1ccccc1[N+](=O)[O-] (configuration not stated)	-2	3	10	21	2	3	3	12	8
CC(C)c1ccc(S(=O)(=O)N2CCN(C(=O)C3=COCCO3)CC2)cc1	-51	1	x	9	x	x	8	9	x
CCOC(=O)C(CC)/C(C)=N/NC(=O)c1ccc([N+](=O)[O-])cc1 (configuration not stated)	7	6	-2	4	-2	-3	2	0	-1
CCC(C)c1ccc(OCc2ccc(C(=O)OC)o2)cc1 (configuration not stated)	-6	2	6	17	1	-3	5	2	-1
CCOC(=O)C1C(=O)C=C(c2ccc(NS(C)(=O)=O)cc2)CC1c1ccco1 (configuration not stated)	1	10	6	11	4	-1	1	2	11
CN1C(=O)[C@H]2[C@@H](/C=C/c3ccccc3)N3C(=O)CN(CCO)C(=O)[C@@]3(Cc3ccccc3)[C@H]2C1=O	1	-6	1	-4	-6	3	-4	-6	13
O=C(COc1ccccc1Cl)Nc1ccc2c(c1)OCCO2	12	11	12	3	-4	0	-5	-2	1
Cc1nc2nc[nH]n2c(=O)c1NC(=O)CCc1ccccc1	1	-4	-2	9	1	-3	17	10	10

The list is partial, so the mix of outcomes need not match the whole.
